EPAC1 antagonist: blocks human EPAC1 exchange factor; Potency, µM (top dose mostly 115 µM), for the others: at the top dose activity change, negative = inhibition, usual class: inhibitors; EPAC1 GEF assay, Rap1b-BODIPY-GDP exchange fluorescence; AID 720709; hit rate 0.14% among 360,000;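 further: potency means the concentration at half of the fitted maximal effect; plate controls were vehicle for no effect and positive control for full effect; nearly all actives have a fitted effect of over 50% in size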
GLP-1R agonist: GLP-1 receptor (human) agonism. P43220. HEK293 GLP-1R CRE-luciferase, luminescence, 4-6 h; cells express a hypersensitive GLP-1R form. Potency, µM (titrated, usually from 45.6 µM), inactives show at the highest dose activation, most hits filed as activators. hit rate 0.007% among 380,000; further: potency means the concentration at half of the fitted maximal effect; % of control where 0% means no effect
PI5P4K alpha inh: blocks human PI5P4K alpha kinase activity | hit rate 1.2% among 330,000 | AID 652105 | max response, % | P48426 | PI5P4Kalpha enzyme, ADP-Glo luminescence, 60 min; active compounds read low; active means max response of -50% or lower; inconclusive means between -30% and -50%; inactive means -30% or higher; further: value at the top dose of about 77 µM; on the % scale 0 is the no-effect control and ±100 the full control effect
Target sequence (P48426 whole entry, looked up): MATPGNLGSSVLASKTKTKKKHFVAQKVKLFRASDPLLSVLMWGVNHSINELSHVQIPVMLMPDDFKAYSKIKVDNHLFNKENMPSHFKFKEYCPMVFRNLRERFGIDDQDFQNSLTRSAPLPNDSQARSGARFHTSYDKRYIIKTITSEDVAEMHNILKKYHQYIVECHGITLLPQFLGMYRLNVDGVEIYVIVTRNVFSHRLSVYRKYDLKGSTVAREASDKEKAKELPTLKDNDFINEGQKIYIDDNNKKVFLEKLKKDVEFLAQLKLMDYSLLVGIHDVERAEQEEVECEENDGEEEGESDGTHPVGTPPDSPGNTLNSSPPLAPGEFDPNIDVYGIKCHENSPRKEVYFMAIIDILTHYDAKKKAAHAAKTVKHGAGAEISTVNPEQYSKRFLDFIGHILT
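ADP-Glo luminescence end-point read after a 60 min room-temperature kinase reaction of PI5P4Kalpha plus substrate, initiated with ATP at 5 microM final. Buffer: 0.038 M HEPES pH 7.4, EGTA, 0.1% CHAPS, 5% DMSO.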
PLK1 PBD block: blocks phosphopeptide binding to human PLK1 polo-box domain | AID 720504 | P53350 | Potency, µM, inactives show max response, negative = inhibition, actives largely listed as inhibitors | hit rate 2.8% among 360,000 | Plk1 PBD binding of FITC phosphopeptide, fluorescence polarization; further: potency means the concentration at half of the fitted maximal effect; series mostly up to about 57 µM; on the % scale 0 is the no-effect control and ±100 the full control effect; nearly all actives have a fitted effect of over 65% in size
GLP1R inv ag: acts as inverse agonist at human GLP-1 receptor; P43220; HEK293 GLP-1R CRE-luciferase, luminescence, 24 h; GLP-1R form is constitutively active; Potency, µM (highest dose often 38.3 µM), without a hit: at the highest dose activity change, negative = inhibition, hits mostly inhibitors; hit rate 1.6% among 410,000; AID 624417; further: potency means the concentration at half of the fitted maximal effect; on the % scale 0 is the no-effect control and ±100 the full control effect; nearly all actives have a fitted effect of over 55% in size
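Seeding at 200 cells/uL, 12 h culture, 24 hr compound treatment, then luciferase reagent and a luminescence read; cells are HEK293 stably expressing a constitutively active GLP-1R plus cAMP-responsive luciferase.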
PTHR1 ag: agonists of human PTHR1 parathyroid hormone receptor | HEK293 GP2 PTHR1 cells, GloSensor cAMP luminescence, 1 h | Potency, µM (titrated, usually from 115 µM), for the others: at the highest dose activation, hits mostly activators | hit rate 0.075% among 410,000; further: potency means the concentration at half of the fitted maximal effect; nearly all actives have a fitted effect of over 55% in size; some results filed as inactive show a strong effect at the top dose; inactives centre near -15; many of its hits are not listed in these tables
Target sequence (Q03431 whole entry, looked up): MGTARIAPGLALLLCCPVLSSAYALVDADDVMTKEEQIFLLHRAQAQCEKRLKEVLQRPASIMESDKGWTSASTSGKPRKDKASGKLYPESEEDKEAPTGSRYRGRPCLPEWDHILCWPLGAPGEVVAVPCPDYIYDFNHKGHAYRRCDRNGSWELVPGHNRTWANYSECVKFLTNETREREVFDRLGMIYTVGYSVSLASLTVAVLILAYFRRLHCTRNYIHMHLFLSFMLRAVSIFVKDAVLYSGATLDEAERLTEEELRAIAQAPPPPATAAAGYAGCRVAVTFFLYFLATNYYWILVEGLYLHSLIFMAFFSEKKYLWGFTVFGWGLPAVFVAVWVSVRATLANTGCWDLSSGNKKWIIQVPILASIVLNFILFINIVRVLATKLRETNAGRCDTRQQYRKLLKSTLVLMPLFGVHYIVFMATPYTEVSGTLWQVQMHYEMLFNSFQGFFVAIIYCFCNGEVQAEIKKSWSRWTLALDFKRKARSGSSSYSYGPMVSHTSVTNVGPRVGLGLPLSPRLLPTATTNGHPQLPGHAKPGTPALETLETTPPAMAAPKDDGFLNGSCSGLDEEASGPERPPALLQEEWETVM
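HEK-293-derived GP2 cells expressing PTHR1 and a GloSensor cAMP reporter, 3,000/well, plated overnight, given luciferin plus IBMX (each 0.5 mM as added) for 1 h at 37 °C, then compound for 1 h at 37 °C. Luminescence was read after 15 min at room temperature.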
EPAC1 agonist: EPAC1 (human) agonism. AID 720707. O95398. Potency, µM (titrated, usually from 154 µM), for the others: at the top dose activation, hits mostly activators. EPAC1 agonist qHTS, biochemical assay; response scale: 100% = response to 6.5 mM cAMP. hit rate 0.073% among 360,000; further: potency means the concentration at half of the fitted maximal effect; nearly all actives have a fitted effect of over 60% in size
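Normalized to 6.5 mM cAMP, activity reflects EPAC1-catalysed release of BODIPY-GDP from Rap1B, followed kinetically over 30 min at 480 nm excitation, 540 nm emission. Reaction contained 100 nM EPAC1, 250 nM Rap1B-BODIPY-GDP, 50 uM GDP.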
HEK293 tox: cytotoxicity in counter-screen for GLP-1R inverse agonists; HEK293 cAMP-luciferase reporter cells, luminescence, 24 h; Potency, µM (top dose mostly 38.3 µM), without a hit: at the highest dose activity change, negative = inhibition, actives largely listed as inhibitors; hit rate 0.13% among 410,000;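 further: loss of luciferase light is scored as toxicity; potency means the concentration at half of the fitted maximal effect; on the % scale 0 is the no-effect control and ±100 the full control effect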
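MLSMR compounds, 24 hr on cells at 37 deg C/5% CO2; luminescence after luciferase reagent (12 min RT). Inhibition counted as the undesired cytotoxic outcome.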
IL-2 act: IL-2 activation. IL-2 activation reporter assay, cell-based qHTS; stimulated with anti-CD3/CD4/CD28 beads; in transgenic mouse T cells. activation, % (series mostly up to about 46 µM). hit rate 0.065% among 360,000; in the data active means activation above about 50%; inconclusive means mostly about 30% to 49%; further: 0% is about no effect
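Unstimulated transgenic mouse T cells, 750 per well, received compound and, after 60 minutes, anti-CD3/anti-CD4 bead plus anti-CD28 stimulation. EGFP and DsRed were quantified after 18 hours.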
Starred values were filed as active, the others as inactive; i = inactive; ? = inconclusive; / = not tested or not shown; [ ] = another dose, or the depositor's remark. Unless noted, the call rests on the fitted dose curve; in most records, active means well fitted curve in the direction sought with a large enough effect; inconclusive means small, poorly fitted or top-dose-only effect, or another doubt; inactive means no such curve, though single readings can be large; an effect the other way counts as inactive or inconclusive. An excerpt, so the mix of outcomes need not match the whole.

SMILES | EPAC1 antagonist | GLP-1R agonist | PI5P4K alpha inh | PLK1 PBD block | GLP1R inv ag | PTHR1 ag | EPAC1 agonist | HEK293 tox | IL-2 act
COC(=O)C1=C(c2ccc3ccccc3c2)C[C@@H]2CC[C@H]1N2C(=O)NC1CCCCC1 | -4% | 6% | -1 | 5% | ? | -41%[inhibitor] | 11% | 8% | 0.1
COc1ccc(NC(=O)c2cn(CCC#N)nc2-c2ccc([N+](=O)[O-])cc2)cc1 | -16% | 6% | -2 | -3% | 6% | i | 6% | -1% | -7.3
CCCCCCC(=O)c1c(O)n(-c2ccc(OC)cc2)c(=O)[nH]c1=O (tested in a mixture with another compound) | 3% | -3% | 5 | 1% | -7% | -39%[inhibitor] | -6% | 0% | 0.8
COc1ccccc1N=Cc1c(O)n(C)c(=O)n(C)c1=O | 15% | -6% | 0 | -5% | 4% | i | -3% | 4% | -2.4
CCCCn1c(SCC(=O)Nc2cc(C(F)(F)F)cc(C(F)(F)F)c2)nnc1C(CC)N(C)C (stereo not given) | ? | 10% | 29 | 1% | ? | -26% | -55%[inhibitor] | ? | -1.0
O=C(N/N=C1/CN2CCC1CC2)c1cccc(O)c1 | 8% | 2% | 1 | -6% | -10% | -11%[57.5 µM] | -1% | 8% | 2.9
Cc1ccc2[nH]c3c(c2c1)CN(C(=O)CN1C[C@H]2C[C@@H](C1)c1cccc(=O)n1C2)CC3 | -20% | 2% | 5 | -8% | 24% | -8% | -25% | 3% | -0.1
O=c1[nH]c(O)c(C=Nc2cccc(F)c2)c(=O)[nH]1 | -3% | -3% | -13 | -9% | 18% | -14% | 7% | 0% | 0.1
CC(C)CCOP(=O)(c1ccc(N(C)C)cc1)C(O)c1ccc(Cl)cc1Cl (stereo not given) | -23% | 6% | 16 | 1% | 6.3µM* | i | 2% | ? | -0.9
Cc1cc(/C=C2\C(=O)NC(=O)N(Cc3ccccc3)C2=O)c(C)n1C1CC1 | -26% | 2% | -7 | -14% | -20% | i | -16% | 5% | 2.6
CN1CCN(c2ccccc2N)CC1 | -19% | -9% | 1 | -7% | 0% | i | 4% | -10% | -3.2
CN(C)CCN(CC1CCCN(Cc2ccccc2F)C1)C(=O)Cc1ccccc1F (stereo not given) | -15% | -4% | 3 | -20% | 10µM* | 10% | 0% | -21% | 2.3
CC1(C)COC(Nc2ccc(Cl)cc2)=N1 | -2% | -3% | 3 | 3% | 2% | -22%[57.5 µM] | -1% | 1% | 0.1
COc1ccc(-c2nc3ccccc3c(=O)n2-c2ccc(OC)cc2)cc1 | -11% | 2% | 0 | -7% | -27% | 27% | 6% | 6% | -1.6
C=CCn1c(O)c(C(CC)=Nc2cc(OC)ccc2OC)c(=O)[nH]c1=O | 10% | 1% | / | -8% | 6% | i | 1% | -6% | -0.7

Profiles as entered above. Screens in order: EPAC1 antagonist, GLP-1R agonist, PI5P4K alpha inh, PLK1 PBD block, GLP1R inv ag, PTHR1 ag, EPAC1 agonist, HEK293 tox, IL-2 act
`CN(C)CCN(CC1CCCN(Cc2ccccc2F)C1)C(=O)Cc1ccccc1F` (stereo not given) reads -15%, -4%, 3, -20%, 10µM*, 10%, 0%, -21%, 2.3
`CCCCn1c(SCC(=O)Nc2cc(C(F)(F)F)cc(C(F)(F)F)c2)nnc1C(CC)N(C)C` (stereo not given) reads ?, 10%, 29, 1%, ?, -26%, -55%[inhibitor], ?, -1.0
`COc1ccc(NC(=O)c2cn(CCC#N)nc2-c2ccc([N+](=O)[O-])cc2)cc1` reads -16%, 6%, -2, -3%, 6%, i, 6%, -1%, -7.3

(list continues)
SMILES | EPAC1 antagonist | GLP-1R agonist | PI5P4K alpha inh | PLK1 PBD block | GLP1R inv ag | PTHR1 ag | EPAC1 agonist | HEK293 tox | IL-2 act
O=C(Nc1ccc(F)cc1)Oc1ccc[nH]c1=O | 8% | 8% | 3 | ? | ? | -29% | 15% | 9% | 0.3
O=C1Nc2ccccc2C(c2ccccc2)=NC1O (stereo not given) | 20% | 1% | 9 | 4% | 9% | i | -7% | 18% | -3.6
COCCn1c(=NC(=O)c2ccc3c(c2)OCCO3)sc2cc(S(N)(=O)=O)ccc21 | ? | 6% | 6 | -5% | ? | -74%[inhibitor] | -10% | ? | -0.2
CC1=CC2OC3CC4OC(=O)C=CC=CC(=O)OCCC(C)C(O)C(=O)OCC2(CC1)C4(C)C31CO1 (stereo not given) | -16% | -11% | 5 | 4% | -68% | -13% | -10% | -59% | -4.8
O=C1CC2OCC=C3CN4CCC56c7cc([N+](=O)[O-])ccc7N1C5C2C3CC46 (stereo not given) | -22% | 6% | -7 | 0% | 1% | i | -4% | -23% | 0.8
Fc1ccc(-c2nc3c(-c4ccc(F)cc4)cnn3cc2CCN2CCOCC2)cc1 | -23% | 18% | -3 | -4% | ? | -41%[inhibitor] | -14% | 8% | 0.1
O=C(O)C(O)(c1ccc(Cl)cc1)C1(O)CCCC1 (stereo not given) | 5% | 0% | 0 | -11% | -37% | i | 7% | -4% | 3.1
CCn1c(O)c(C=Nc2ccc(S(N)(=O)=O)cc2)c(=O)n(CC)c1=S | -5% | 2% | -11 | 11% | 0% | i | -6% | 0% | -1.6
COc1ccc(Cl)cc1NC(=O)CN(C)C(=O)c1ccc(N2CCCCC2)c([N+](=O)[O-])c1 | -2% | 5% | 11 | 3% | ? | -25% | 8% | ? | -4.2
COc1cc(NS(=O)(=O)c2ccc3c(c2)oc(=O)n3C)cc(OC)c1OC | -1% | -2% | 3 | -23% | ? | -1% | 4% | -22% | -0.8
COc1ccc(-[n+]2c(-c3ccccc3)cc(-c3ccc(C)cc3)cc2-c2ccccc2)cc1 | 22% | 0% | 1 | -7% | ? | -93%[inhibitor] | 1% | ? | -0.5
CC(CC(C)(C)N1CC1)=NNC(=O)Nc1cccc2ccccc12 | -4% | 0% | -7 | -3% | -28% | -25% | -7% | -13% | 0.3
O=c1c2ccccc2[nH]c(=S)n1-c1cccc(C(F)(F)F)c1 | 5% | 2% | 2 | 3% | ? | -14% | -14% | -6% | -2.2
CCOc1cc(/C=C2\SC(=S)N(C(C(=O)O)c3ccccc3)C2=O)ccc1O (stereo not given) | ? | 0% | -11 | -18% | -20% | i | -6% | ? | -6.2
O=C1NCN(c2ccccc2)C12CCN(C(c1cc3ccccc3o1)c1nnnn1Cc1ccccc1)CC2 (stereo not given) | -6% | 4% | 3 | 0% | ? | -14% | -4% | -19% | -0.3
O=C(Nc1cccc(C(F)(F)F)c1)OC1CN2CCC1CC2 (stereo not given) | 5% | 11% | 6 | -6% | ? | i | 11% | 3% | 1.5
CCCCOP(=O)(c1ccc(N(C)C)cc1)C(O)c1c(Cl)cccc1Cl (stereo not given) | -1% | 10% | -2 | -7% | ? | -6% | 0% | 6% | -5.7
O=C1C2CCCN2C(c2ccccc2)N1c1ccccn1 (stereo not given) | 14% | -12% | -3 | -7% | 6% | -16% | 9% | 2% | -1.2
O=[N+]([O-])[N-][n+]1cnn(Cc2ccccc2)c1 | -30% | -6% | -1 | -14% | -19% | 23% | 10% | -4% | -0.7
O=[N+]([O-])c1ccc(OP(=O)(O)Oc2ccc([N+](=O)[O-])cc2)cc1 | -7% | -5% | 0 | 6% | 1% | i | 3% | -20% | -0.4
CC1(C)C(C(=O)NN2C(=O)c3ccccc3C2=O)C1(C)C | -1% | -4% | -6 | -5% | 7% | i | 0% | -2% | -0.1
Cc1cccc(-c2nc3ccccc3c(=O)n2-n2cccc2)c1 | -25% | 1% | 10 | 0% | ? | -4%[57.5 µM] | 13% | -17% | -0.3
CNc1ccc2oc(C[C@H]3O[C@@]4(CC[C@H]3C)O[C@H]([C@H](C)C(=O)c3ccc[nH]3)[C@H](C)C[C@H]4C)nc2c1C(=O)O | ? | -4% | ? | ? | ? | -60%[inhibitor] | / | ? | 1.0
Cc1ccc(-n2c(-c3nn(C)c(C)c3Cl)n[nH]c2=S)cc1 | -12% | -6% | 10 | 30µM* | 4% | -6%[57.5 µM] | 0% | -13% | 0.2
O=C(NCCCN1CCCC1)c1ccc2c(c1)N(Cc1cccc(Cl)c1)C(=O)c1ccccc1S2=O (stereo not given) | 1% | -7% | -5 | -2% | ? | -29% | 2% | ? | 0.4
COc1ccc(C(C)=O)cc1CN1CC=C(c2ccccc2)CC1 | 32%[activator] | 8% | -2 | 0% | 12% | -1% | 5% | -15% | -0.1
Cc1sc2ncnc(N3CCC(C(=O)Nc4ccc(C#N)c(Cl)c4)CC3)c2c1C | -6% | -1% | -1 | 3% | ? | -34%[inhibitor] | -3% | -7% | -2.5
CC(C)(C)c1csc(NC(=O)Nc2ccccc2)n1 | ? | 29% | 1 | -12% | 10µM* | -93%[inhibitor] | 7% | 6% | 3.9
O=C1NC(=S)N(c2ccc(Cl)cc2)C(=O)/C1=C/N1CCN(C(=O)c2ccco2)CC1 | 10% | -2% | -23 | ? | 7% | -1%[57.5 µM] | -1% | -6% | -0.4
CCCCn1c(-c2nonc2NC(=O)c2ccccc2Cl)nc2ccccc21 | -5% | -4% | 0 | -1% | ? | -25% | -4% | -5% | -0.8
O=C(c1cccs1)N1C2CCC1CC(O)(c1cccnc1)C2 (stereo not given) | 0% | -12% | -2 | -23% | 22% | i | 7% | 2% | -0.3
CCN(CC)c1ccc(N=Cc2c(O)n(-c3cc(OC)ccc3OC)c(=O)[nH]c2=O)cc1 | -8% | 4% | 4 | 13% | 19% | i | ? | -17% | 0.0
COc1cccc(C2C([N+](=O)[O-])=C(N)Oc3c2c(=O)oc2ccccc32)c1 (stereo not given) | 4% | -11% | -9 | -1% | -17% | i | 5% | -4% | -1.6
O=C1C=C2C=C[C@H]3C[C@]2(O1)[C@@H]1CCCCN13 | 0% | 1% | -10 | -12% | 6% | -5% | -6% | -3% | -0.3
O=c1c2ccccc2nc(Cc2ccccc2)n1-c1ccccc1O | -6% | 16% | 2 | -5% | -21% | -1% | 10% | 1% | 0.4

Screens as filed in PubChem.
